Screens as filed in PubChem.
G6PDH CS – L. mesenteroides G6PDH inhibition counter-screen; inhibition, % at 5 µM; Purified L. mesenteroides G6PDH, diaphorase/resazurin coupled fluorescence, 45 min; actives 0.12% (n = 200,000)
Diaph inh CS – counter-screen for diaphorase-based assays: diaphorase inhibitors and chemical oxidizers. diaphorase resazurin-to-resorufin fluorescence, NADH, 16 min; bacterial (C. kluyveri) enzyme, not human. inhibition, % at 20 µM. actives 0.69% (n = 190,000). AID 1217;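 active means primary screen inhibition at 20 µM above a set limit, cut at about 50% in these data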;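 further: plate controls were DMSO with full reaction for no effect and wells lacking NADH for full effect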
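Benchmarks: positive control wells lacking NADH, neutral wells with DMSO only. System: bacterial diaphorase enzyme (C. kluyveri). Input: 0.14 U/mL diaphorase, enzyme working solution. Detection: resorufin fluorescence, excitation 544 nm, emission 590 nm. Times: 16-min room-temperature incubation before reading.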
RAM inhibit – blocks the yeast RAM network; actives 1.8% (n = 190,000); S. cerevisiae dse1pr::URA3 reporter, 5-FOA growth OD615, 2 d; analog-sensitive cbk1-as2 kinase mutant strain; inhibition, % at 50 µM;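 active means inhibition above a set limit, 3 SD over mean compound inhibition, cut at about 8.4% in these data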;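 further: 0% = DMSO-only wells with no growth and 100% = 10 µM 1-NA-PP1 full growth; inhibition rescues growth on 5-FOA so higher OD means more RAM inhibition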
PMI activator – phosphomannose isomerase (human) activation | P34949 | purified human PMI, coupled resazurin fluorescence, 20 min; stronger effect = higher value; 1 = vehicle control, 0 substrate-free wells | activation factor at 20 µM | actives 0.005% (n = 190,000) | AID 1214;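 active means activation factor of 2 or more at 20 µM, relative to plate controls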
Target sequence (P34949 whole entry, looked up): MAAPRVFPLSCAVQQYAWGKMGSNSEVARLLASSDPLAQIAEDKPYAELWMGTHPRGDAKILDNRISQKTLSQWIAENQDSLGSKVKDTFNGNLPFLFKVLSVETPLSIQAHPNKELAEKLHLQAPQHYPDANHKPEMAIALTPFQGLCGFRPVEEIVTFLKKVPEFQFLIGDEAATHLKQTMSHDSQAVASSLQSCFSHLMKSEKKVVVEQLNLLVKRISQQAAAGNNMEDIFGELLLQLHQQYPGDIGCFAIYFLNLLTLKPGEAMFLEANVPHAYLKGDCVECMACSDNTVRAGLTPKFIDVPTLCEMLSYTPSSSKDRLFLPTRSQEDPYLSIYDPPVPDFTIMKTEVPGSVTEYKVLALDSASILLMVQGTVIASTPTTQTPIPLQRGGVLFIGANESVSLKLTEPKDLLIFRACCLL
Diaph act CS – counter-screen for diaphorase-based assays: diaphorase activators and chemical reducers; Diaphorase/resazurin coupled assay, resorufin fluorescence, 16 min; stronger effect = higher value; 1 = vehicle wells, 0 = NADH-free wells; activation factor at 20 µM; actives 0.005% (n = 190,000); AID 1229;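 active means diaphorase activity raised at least twofold by the compound at 20 µM; inactive means activation factor below 2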
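Test system: Clostridium kluyveri diaphorase, purified enzyme. Buffer or medium: 50 mM HEPES pH 7.4 buffer plus MgCl2 and Tween 20. Also added: 0.114 mM NADH and 0.1 mM resazurin, final amounts. Dosing: compound 20 µM once, DMSO 1%. Schedule: 16 min enzyme reaction, ambient temperature. Detection: fluorescence of resorufin, 544 nm excitation, 590 nm emission.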
PMI act hi M6P – activators of human phosphomannose isomerase at near-saturating mannose 6-phosphate. AID 1216. actives 0.34% (n = 190,000). activation factor at 20 µM. coupled PMI enzyme assay, resazurin fluorescence, 20 min; stronger effect = higher value; 1 = untreated enzyme, 0 = substrate-free blank. P34949;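 active means activation factor of 2 or more at 20 µM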
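Test system: human phosphomannose isomerase with PGI, G6PDH, diaphorase coupling enzymes / Doses: 20 µM compound, 1% DMSO / Times: enzyme reaction with compound 20 min at room temperature / Measured by: Diaphorase-driven resazurin-to-resorufin fluorescence, excitation 544, emission 590 nm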
Lmaj promast – Leishmania major promastigote growth inhibition. inhibition, % at 10 µM. Leishmania major promastigotes, resazurin fluorescence viability. AID 1063. actives 9% (n = 200,000);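 further: promastigotes grown with compound for 44 hours at 28 °C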
Redox H2O2 prof – compounds producing H2O2 with reducing agent – biochemical, NIH compound library profiling, artefact control for MLSCN library redox annotation, primary screen | DTT-dependent redox cycling H2O2, phenol red/HRP absorbance; 100% = 100 µM peroxide control, 0% = buffer | activation, % at 10 µM | actives 0.03% (n = 200,000);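 active means activation of at least 50% relative to the plate's high and low controls in the primary single-dose screen; inactive means activation below 50%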;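 further: compound incubated with DTT at 0.8 mM final as the reducing agent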
S1P3 antagonist – S1P3 (human) receptor antagonism | Q99500 | inhibition, % at 4.98 µM | CHO S1P3 NFAT-BLA reporter, FRET fluorescence, antagonist mode | actives 0.27% (n = 170,000);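 active means inhibition above the plate cutoff, the mean inhibition of test wells on that plate plus 3 SD, cut at about 28% in these data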;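 further: cells challenged with S1P at its EC80 of 0.8 µM; blue over green emission ratio from cleaved BLA substrate after 4 h stimulation; 0% = S1P-stimulated wells and 100% = unstimulated DMSO-only wells; some compounds past the cut are filed as inactive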
Target sequence (Q99500 whole entry, looked up): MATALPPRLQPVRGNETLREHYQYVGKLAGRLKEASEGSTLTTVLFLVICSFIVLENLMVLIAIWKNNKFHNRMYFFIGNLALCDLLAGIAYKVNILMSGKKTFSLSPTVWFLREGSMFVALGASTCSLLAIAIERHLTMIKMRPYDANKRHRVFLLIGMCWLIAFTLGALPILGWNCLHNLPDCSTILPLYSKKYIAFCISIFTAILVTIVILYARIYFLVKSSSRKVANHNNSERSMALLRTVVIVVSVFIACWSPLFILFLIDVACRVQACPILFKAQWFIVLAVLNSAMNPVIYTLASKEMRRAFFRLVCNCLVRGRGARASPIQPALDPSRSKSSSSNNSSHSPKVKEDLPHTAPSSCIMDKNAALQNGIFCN
Hsp70 act – transcriptional activators of Hsp70. activation, % at 10 µM. actives 0.04% (n = 200,000). HeLa Hsp70 promoter luciferase reporter, luminescence; scaled: vehicle 0, proteasome-inhibitor control 100%;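 active means activation above the mean across all tested compounds plus 3 SD, cutoff set per campaign, cut at about 5.5% in these data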;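 further: 100% = MG132 at 30 µM as the positive control and 0% = DMSO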
TLR4 MyD88 comp – inhibitors of human TLR4-MyD88 binding. inhibition, % at 8.4 µM. O00206+Q99836. actives 0.18% (n = 200,000). HeLa CL3-4 TLR4/MyD88 BLA complementation, FRET ratio; in the data active means inhibition above about 25%;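 further: 0% = vehicle and 100% = reference inhibitor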
* hit, by the source's call; . = no result given; & = joins results of further samples. Unless noted, no stated cut-off is given here; in the data, active means inhibition above about 50%; inactive means the rest. Compounds as they come. Share with any hit: about 12%.

SMILES	G6PDH CS	Diaph inh CS	RAM inhibit	PMI activator	Diaph act CS	PMI act hi M6P	Lmaj promast	Redox H2O2 prof	S1P3 antagonist	Hsp70 act	TLR4 MyD88 comp
O=C(NC(CO)C(O)c1ccc([N+](=O)[O-])cc1)C(Cl)Cl (stereo not drawn)	3.1	-0.7	0.1	1.1	1	1.1	3.5	-0.3	-11.3	0.0	0.6
O=C(CN1CCCC1)Nc1ccc(OCc2ccccc2)cc1	10.1	10.6	-0.4	1	0.9	0.9	-2.1	-0.2	-6.6	-0.2	-10.2
CS(=O)(=O)N(CC(=O)Nc1ccc2c(c1)OCO2)c1ccccc1	6.1	17.2	5.3	1	0.8	0.8	11.0	0.7	-31.7	-0.3	-8.1
O=C(Nc1ccccn1)c1cc(-c2cccnc2)nc2ccc(Br)cc12	-15.9	3.9	2.4	0.9	1	1	-2.5	0.6	-4.2	-0.6	-7.3
O=C(O)c1ccc(COc2c(F)c(F)cc(F)c2F)o1	-0.6	10.6	0.8	1	0.9	1	8.1	2.3	-27.5	-0.3	-0.3
O=C(CCn1c(=O)oc2ccccc21)N(Cc1ccccc1)c1ccccc1	7.2	69.2*	3.1	0.9	0.3	0.9	19.6	0.6	-22.2	0.1	-6.0
Cc1ccc(CO/N=C/c2c(O)cc(C)oc2=O)cc1	2.9	3.1	-0.5	1.1	1	1.1	-11.7	-1.1	1.7	0.2	-7.3
COc1ccc(C(=O)Nc2ccc(CN3CCCCC3)cc2)cc1	-0.4	3.2	-0.2	1	1	0.9	-3.0	-0.3	-19.1	-0.2	-3.5
O=[N+]([O-])c1ccc2c(c1)nc1n2CCN(CC2CCCO2)C1 (stereo not drawn)	8.8	24.1	-1.3	1.4	0.8	1.4	0.2	-0.6	-45.1	0.0	-2.4
C=CCN1C(=O)/C(=C2/Sc3ccc(OC)cc3N2C)SC1=Nc1ccccc1	6.6	14.7	2.6	1	0.9	1	-6.0	-0.3	-5.5	-0.3	-5.5
O=C(c1ccc(NC2=NC3CS(=O)(=O)CC3S2)cc1)N1CCN(Cc2ccccc2)CC1 (stereo not drawn)	1.6	17.6	1.0	1	0.8	1	1.3	-1.2	.	-0.2	-17.9
Cc1ccc(S(=O)(=O)CCC(=O)OCC(=O)NCc2ccc(Cl)cc2)cc1	0.2	12.8	0.8	1	0.9	0.9	-5.6	-0.5	-29.1	-0.2	-2.5
Cc1c(C(=O)Nc2c(F)cccc2F)sc2ncnc(N3CCN(c4ccccc4)CC3)c12	13.2	10.9	0.3	0.9	0.9	1	33.5	-0.4	-13.4	-0.1	0.5
CN1CCC(OC(=O)c2ccc(Cl)cc2Cl)CC1	5.4	5.1	-1.7	1	0.9	1	96.3*	-1.1	-8.5	-0.3	11.2
Cc1ccc(SCc2cc(=O)n3ccsc3n2)c(C)c1	-8.4	17.4	-0.6	0.9	0.8	1	-7.0	0.3	-2.4	0.5	10.8
Cc1ccc(O)c(-c2cc(C(F)(F)F)[nH]n2)c1	17.0	12.7	2.3	1	0.9	1	-6.5	1.1	.	0.0	-1.6
Cc1ccc(CN2C(=O)C3CCCN3c3ccc(S(=O)(=O)N4CCOCC4)cc32)cc1 (stereo not drawn)	1.8	23.1	5.7	1.2	0.8	1.3	-2.4	-4.0	.	-0.2	0.6
COc1ccc(-c2nnc(Nc3nc4c(OC)cccc4s3)o2)cc1	10.2	-24.8	0.3	1.2	1.2	1.2	79.2*	2.4	4.4	0.2	8.3
COc1c2ccoc2nc2c(OC)c(OCC(OC(C)=O)C(C)(C)O)ccc12 (stereo not drawn)	11.3	5.8	0.1	1	0.9	1	-9.1	0.8	-22.3	-0.3	-2.6
Cn1cnnc1SCC(=O)N1CCN(C(=O)c2ccco2)CC1	1.2	6.0	1.1	1.4	0.9	1.3	-9.6	-0.3	-14.5	0.1	-0.1
O=C(NC(NC(=S)Nc1ccccc1C(=O)O)C(Cl)(Cl)Cl)c1ccco1 (stereo not drawn)	-13.7	8.6	-0.8	0.9	0.9	1	40.8	-0.5	0.0	0.1	3.8
COC(=O)c1ccc(Cl)c(NC(=O)CN(c2ccc3c(c2)OCO3)S(C)(=O)=O)c1	-9.3	11.1	-0.6	0.8	0.9	0.9	2.6	0.4	-22.8	0.1	2.5
CCC(=O)OCCNc1cc(Sc2nc3ccccc3[nH]2)c2nonc2c1[N+](=O)[O-]	-22.8	31.1	3.1	0.9	0.7	0.7	38.5	0.5	1.9	-0.3	28.8*
CC(=O)c1cccc(N(CC(=O)Nc2ccccc2F)S(C)(=O)=O)c1	3.4	14.1	0.6	1	0.9	1	-2.6	0.4	-5.0	-0.2	-4.1
Nc1cc(N2CCCC2)c(Cl)cc1[N+](=O)[O-]	1.9	6.1	1.1	0.9	0.9	0.7	4.3	-0.4	-20.0	-0.4	-1.8
SMILES	G6PDH CS	Diaph inh CS	RAM inhibit	PMI activator	Diaph act CS	PMI act hi M6P	Lmaj promast	Redox H2O2 prof	S1P3 antagonist	Hsp70 act	TLR4 MyD88 comp
CC(C)NCC(O)COc1ccc(CCOCC2CC2)cc1 (stereo not drawn)	10.3&14.9	3.9&28.7	0.7	1.1&0.9	1&0.7	1.1&1	-2.3	0.2	-15.3&-8.9	-0.2&-0.1	-2.2
CCOc1ccc(NC(=S)NCCCN2CCN(c3ccc(OC)cc3)CC2)cc1	6.5	8.6	2.2	0.9	0.9	0.9	9.2	-0.7	-8.7	-0.4	-2.0
COc1ccccc1N1CCN(C(=O)CSc2nnc3n2C(C)(C)Cc2ccccc2-3)CC1	-1.8	17.0	4.2	1	0.8	1	14.4	-0.2	14.3	-0.4	1.8
CCN(CC)c1ccc(CN(C(=O)c2cc(OC)c(OC)c(OC)c2)C2CCS(=O)(=O)C2)cc1 (stereo not drawn)	12.4	4.6	-0.2	1.2	1	0.9	-0.6	-0.5	-12.1	-0.5	4.1
CCOC(=O)c1cc(C(C)C)sc1NC(=O)COC(=O)CCS(=O)(=O)c1ccccc1	4.3	14.9	12.8*	0.9	0.9	1	-0.9	-0.7	-5.4	-0.5	-2.5
ClCc1nnc(-c2ccccc2)o1	10.1	3.2	2.7	1	1	1	100.6*	-0.2	-18.0	-0.1	-3.8
O=C(NNC1CC(=O)N(c2ccc(Br)cc2)C1=O)c1ccco1 (stereo not drawn)	3.2	0.0	3.5	1.1	1	1	-7.2	-0.7	-16.3	-0.3	2.3
O=C(Nc1ccc(Cl)cn1)c1cc(S(=O)(=O)N2CCCCC2)ccc1Cl	2.1	4.7	2.8	1	1	1	0.9	0.2	-5.6	-0.2	-2.2
Cc1c(NC(=O)CSc2nnnn2-c2ccc(F)cc2)c(=O)n(-c2ccccc2)n1C	8.4	2.5	-0.9	0.9	1	0.9	-5.7	-0.5	13.3	-0.1	7.8
CCOC(=O)CNC(=O)c1c(C)nn(C)c1Cl	4.3	-2.8	2.0	1	1	1	-7.8	-2.8	-0.8	-0.2	-3.6
CCN(CC)c1nc(N)c([N+](=O)[O-])c(NCCO)n1	12.9	20.1	0.5	0.8	0.8	0.9	-2.9	0.2	6.6	-0.4	-8.0
COc1cnc(SCc2ccc(Cl)cc2Cl)nc1Cl	2.2	-4.7	1.2	1	1	1	7.4	1.7	.	0.3	3.5
CNC(=S)N(CCc1ccc(OC)c(OC)c1)Cc1cc2c(C)cc(C)cc2[nH]c1=O	-25.7	18.3	15.9*	1	0.8	1	68.6*	0.4	-5.0	-0.4	-11.3
C=CCNC(=O)c1ccc(-c2cccc([N+](=O)[O-])c2)o1	13.9	17.3	2.9	1	0.8	1	1.1	-0.3	0.6	-0.1	8.0
Cc1ccc(S(=O)(=O)N2CCC(C(=O)O)CC2)cc1	25.1	6.1	-1.7	1	0.9	1	-7.1	-0.1	-13.7	-0.4	10.3
COC(=O)C1=C(C(C)=O)C(c2ccc(C(=O)OC)cc2)n2nnnc2N1 (stereo not drawn)	5.9	10.5	0.3	1	0.9	1	-2.8	-0.2	.	0.5	-1.0
CCN(CC)C(=O)CN(c1ccc2c(c1)OCO2)S(C)(=O)=O	-3.8	16.0	1.2	1	0.8	1	-3.6	0.5	.	1.0	-3.5
Cc1c(C(=O)OCC(=O)Nc2ccc3c(c2)OCO3)cccc1[N+](=O)[O-]	-0.5	21.8	3.2	0.9	0.8	0.8	-4.7	-0.5	0.3	-0.1	-0.5
COc1ccc(C2CC(c3cccs3)=NN2S(C)(=O)=O)cc1OC (stereo not drawn)	14.5	-0.2	0.8	1	1	1	-7.4	-1.1	-12.5	-0.2	7.2
CCCN(CCC)CC(=O)Nc1cccc2c1OCO2	-1.8	13.6	0.7	1	0.9	1	9.1	0.0	.	0.0	-3.8
Cc1ccc2c(c1)N(CC(=O)NC1CCCc3ccccc31)C(=O)CO2 (stereo not drawn)	-3.4	8.4	1.4	1	0.9	1	11.2	0.9	26.4	0.1	2.4
CCOc1c2c(nc3ccc(Cl)cc13)CCC2	6.5	13.3	-1.0	1	0.9	1	6.0	0.2	13.7	-0.2	13.6

Five compounds from above, ordered by molar mass, rising:
SMILES	G6PDH CS	Diaph inh CS	RAM inhibit	PMI activator	Diaph act CS	PMI act hi M6P	Lmaj promast	Redox H2O2 prof	S1P3 antagonist	Hsp70 act	TLR4 MyD88 comp
COc1ccc(-c2nnc(Nc3nc4c(OC)cccc4s3)o2)cc1	10.2	-24.8	0.3	1.2	1.2	1.2	79.2*	2.4	4.4	0.2	8.3
O=C(Nc1ccccn1)c1cc(-c2cccnc2)nc2ccc(Br)cc12	-15.9	3.9	2.4	0.9	1	1	-2.5	0.6	-4.2	-0.6	-7.3
C=CCN1C(=O)/C(=C2/Sc3ccc(OC)cc3N2C)SC1=Nc1ccccc1	6.6	14.7	2.6	1	0.9	1	-6.0	-0.3	-5.5	-0.3	-5.5
O=C(NC(NC(=S)Nc1ccccc1C(=O)O)C(Cl)(Cl)Cl)c1ccco1 (stereo not drawn)	-13.7	8.6	-0.8	0.9	0.9	1	40.8	-0.5	0.0	0.1	3.8
COc1ccccc1N1CCN(C(=O)CSc2nnc3n2C(C)(C)Cc2ccccc2-3)CC1	-1.8	17.0	4.2	1	0.8	1	14.4	-0.2	14.3	-0.4	1.8
